Cdc42 wt: modulators (inhibitors or activators) of GTP binding to human Cdc42 wildtype; GST-Cdc42 beads, Bodipy-GTP binding, flow cytometry; actives lie on both sides; percent activity (GTP binding), % at 10 µM; 0.2% of 190,000 active;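 active = percent activity GTP binding at least 20 points away from the 100% baseline, either down as inhibitor or up as activator; inconclusive = compound flagged as likely green fluorescent from well-wide comparison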;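 note: median bead fluorescence of bound Bodipy-FL-GTP at 100 nM; 0% = excess unlabeled GTP control and 100% = no compound control; below 100% means less GTP binding so inhibitor and above means activator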
Rac1 wt GTP bind: modulators of human Rac1 wildtype GTP binding; GST-Rac1 beads, fluorescent GTP binding, flow cytometry; actives lie on both sides; 0 = cold GTP competed, 100 = untreated; GTP binding activity (% of control), % at 10 µM; 0.27% of 190,000 active; AID 757;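 active = GTP binding activity at least 20 points away from the 100% control level, either lower or higher; inconclusive = compound flagged as likely green fluorescent, judged across all proteins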
Bcl-2 Bim block: inhibitors of Bim-Bcl-2 interaction, human; P10415; 0.06% of 190,000 active; inhibition, % at 10 µM; AID 950; Bead-based flow cytometry, Bim peptide-Bcl-2 binding; in the data active = inhibition above about 40%; inconclusive = no clear call, values can overlap the other calls;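 note: 0% = no compound wells with probe peptide and 100% = reference peptide inhibitor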
Target sequence (P10415 whole entry, looked up): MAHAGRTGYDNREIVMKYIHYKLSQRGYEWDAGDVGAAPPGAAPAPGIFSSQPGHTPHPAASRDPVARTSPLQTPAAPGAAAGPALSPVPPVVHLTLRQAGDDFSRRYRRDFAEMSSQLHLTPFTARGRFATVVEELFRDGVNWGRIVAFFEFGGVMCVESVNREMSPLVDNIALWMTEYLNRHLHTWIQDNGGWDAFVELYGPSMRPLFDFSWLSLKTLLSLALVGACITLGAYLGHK
Rab7 wt modul: alters GTP binding to wildtype dog Rab7. GST-Rab7 beads, fluorescent GTP binding, flow cytometry; actives lie on both sides; untreated = 100%, excess cold GTP = 0%. GTP binding activity (percent of control), % at 10 µM. AID 758. 0.055% of 190,000 active;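 active = fluorescent GTP binding to Rab7 beads changed by at least 20 points from the 100% baseline, either direction, mostly lower; inconclusive = compound itself probably fluorescent, or too few beads counted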;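 note: median green fluorescence of bound Bodipy-FL-GTP per Rab7 bead population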
HRas wt GTP: modulators of GTP binding to human HRas wildtype; GST-Ras wt beads, Bodipy-FL-GTP binding, flow cytometry; actives lie on both sides; GTP binding activity, % at 10 µM; P01112; 0.14% of 190,000 active; AID 759;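 active = GTP binding activity at least 20% away from the 100% baseline, either lowered as inhibitor or raised as activator; inconclusive = flagged as likely green fluorescent, judged across all proteins in the well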;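 note: 0% = unlabeled GTP competition control and 100% = no-compound control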
Target sequence (P01112 whole entry, looked up): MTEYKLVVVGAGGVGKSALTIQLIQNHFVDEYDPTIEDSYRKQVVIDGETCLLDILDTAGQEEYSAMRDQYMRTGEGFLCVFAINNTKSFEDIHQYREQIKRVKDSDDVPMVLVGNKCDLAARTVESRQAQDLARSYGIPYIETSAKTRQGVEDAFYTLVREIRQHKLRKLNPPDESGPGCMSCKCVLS
Bim-Bfl-1: disrupts Bim binding to human Bfl-1; 0.12% of 190,000 active; inhibition, % at 10 µM; Q16548; Bead-based flow cytometry, Bim-Bfl-1 binding inhibition;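 note: 0% = wells without compound plus tracer and 100% = blocker peptide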
Rab2 wt GTP: changes GTP binding to wildtype dog Rab2A, up or down; 0.19% of 190,000 active; GST-Rab2 wt beads, Bodipy-GTP binding, flow cytometry; GTP binding activity, % at 10 µM; AID 760;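 active = GTP binding activity at least 20 points away from 100%, either lowered or raised; inconclusive = signal likely due to the compound's own green fluorescence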;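 note: 0% = beads with excess unlabeled GTP and 100% = no-compound control corrected for plate trend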
Bcl-XL Bim block: disrupts Bim peptide binding to human Bcl-XL. Q07817. bead flow cytometry, fluorescence. inhibition, % at 10 µM. 0.04% of 190,000 active. AID 1007
Target sequence (Q07817 whole entry, looked up): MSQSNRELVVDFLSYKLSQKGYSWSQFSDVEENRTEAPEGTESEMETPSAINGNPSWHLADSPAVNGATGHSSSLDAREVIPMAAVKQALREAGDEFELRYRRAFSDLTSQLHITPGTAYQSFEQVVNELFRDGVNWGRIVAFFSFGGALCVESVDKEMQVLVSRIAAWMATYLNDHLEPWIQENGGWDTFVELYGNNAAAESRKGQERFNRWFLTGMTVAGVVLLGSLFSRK
Bim-Bcl-B: disrupts Bim peptide binding to human Bcl-B; bead-based flow cytometry; inhibition, % at 10 µM; 0.073% of 190,000 active;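 note: 0% = tracer peptide without compound and 100% = reference inhibitor peptide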
Target sequence (Q9HD36 whole entry, looked up): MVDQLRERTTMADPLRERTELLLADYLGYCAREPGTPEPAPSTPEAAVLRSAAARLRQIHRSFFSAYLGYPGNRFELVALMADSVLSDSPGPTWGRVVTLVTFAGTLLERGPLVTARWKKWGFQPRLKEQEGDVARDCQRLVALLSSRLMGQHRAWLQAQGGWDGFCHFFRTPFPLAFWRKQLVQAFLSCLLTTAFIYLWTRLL
Bim-Bcl-W: disrupts Bim peptide binding to human Bcl-W; Q92843; bead-based flow cytometry; inhibition, % at 10 µM; 0.02% of 190,000 active;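 note: 0% = bound tracer without compound and 100% = peptide blocker; higher means less fluorescent Bim peptide bound to Bcl-W beads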
Target sequence (Q92843 whole entry, looked up): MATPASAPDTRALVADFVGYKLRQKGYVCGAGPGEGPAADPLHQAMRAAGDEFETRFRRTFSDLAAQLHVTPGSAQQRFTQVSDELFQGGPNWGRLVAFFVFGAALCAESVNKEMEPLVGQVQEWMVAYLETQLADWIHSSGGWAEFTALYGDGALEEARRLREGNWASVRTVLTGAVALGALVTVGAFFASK
Rac1 act GTP bind: human Rac1 activated mutant GTP binding change; P63000; GST-Rac1 activated beads, fluorescent GTP binding, flow cytometry; actives lie on both sides; 100% means binding = to untreated wells; percent activity (GTP binding), % at 10 µM; 0.11% of 190,000 active; AID 764;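 active = GTP binding at least 20 percentage points away from the 100% baseline, in either direction, so actives lie on both sides; inconclusive = Compound likely fluorescent itself, or too few beads counted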
An asterisk follows results filed as active; ? = inconclusive; . = no result given. Cut-off read from the data, not from the text of the source, unless noted: active = inhibition above about 40%.

SMILES	Cdc42 wt	Rac1 wt GTP bind	Bcl-2 Bim block	Rab7 wt modul	HRas wt GTP	Bim-Bfl-1	Rab2 wt GTP	Bcl-XL Bim block	Bim-Bcl-B	Bim-Bcl-W	Rac1 act GTP bind
Cc1cc(=O)[nH]c(N/N=C/CCc2ccccc2)n1	93	96	2	103	97	0	97	0	0	0	94
COc1cccc(C(=O)Nc2ccncc2)c1	99	103	0	103	100	-4	101	0	-5	-3	97
C/C(=C\c1ccco1)C1C(C#N)=C(N)Oc2n[nH]c(-c3ccccc3)c21 (stereo not given)	95	94	-2	99	99	1	99	4	1	5	93
CCCCCN(C(=O)NC(=O)NCCCC)S(C)(=O)=O	97	104	-8	96	98	-12	100	-7	-10	-3	97
CCn1nc([N+](=O)[O-])c(C(C#N)c2nc3cc(C(F)(F)F)ccc3s2)c(Cl)c1=O (stereo not given)	82	84	7	84	87	14	87	7	1	6	86
COc1ccc(/C=C2/Sc3ccc(C(=O)N4CCc5ccccc5C4)cc3NC2=O)cc1	89	88	0	89	90	0	89	0	0	-1	87
Cc1[nH]n(-c2ccccc2)c(=O)c1C(C[N+](=O)[O-])c1ccc(Cl)cc1 (stereo not given)	101	100	6	100	100	0	99	-5	0	-4	96
Cc1ccccc1NC(=O)NC(C)(C)CC(C)(C)C	100	102	-2	104	102	-3	101	-1	-1	2	98
CCOc1ncccc1C(=O)OCc1ccc(C(=O)OC)cc1	99	100	-9	96	95	-6	96	-11	-10	-7	98
COc1ccc(/C=C/C(=O)c2c(O)ccc3c(C)cc(=O)oc23)cc1	93	96	-3	95	93	0	89	-7	-5	-1	92
COc1cc(NC(=S)NCCCN2CCOCC2)cc(OC)c1OC	99	99	0	96	97	0	95	0	3	-3	93
CS(=O)(=O)NCCCCNc1ccc(C(F)(F)F)cc1[N+](=O)[O-]	95	99	0	101	97	-4	97	-2	0	1	93
O=C(NCCn1cccc1)c1cccc2ccccc12	106	108	-4	101	103	-10	101	0	-5	0	99
COC(=O)c1c(NC(=O)CSc2nncs2)sc2c1CCCCC2	101	102	-6	95	101	-9	98	-4	-6	1	98
O=C(Nc1ccccc1)c1ccc(-c2ccccc2)s1	95	97	-2	103	94	-3	94	-1	-3	0	93
COc1cc(Cl)c(S(=O)(=O)NCc2ccccn2)cc1Cl	99	97	-5	95	98	-10	96	1	-8	-2	96
Cc1cc(C)c(C(CC(=O)c2cccs2)C(C#N)C#N)c(C)c1 (stereo not given)	102	107	-5	102	101	-2	99	-7	-4	-2	100
COC(=O)[C@H](C)NC(=O)NCc1ccccc1F	100	102	-6	96	97	-14	98	-5	-5	-2	99
Cc1ccc(/C=C/C(=O)Nc2ccccc2C(N)=O)cc1	100	101	-1	99	100	-1	99	-3	-3	-2	100
NC(=O)C(c1ccc(Cl)cc1Cl)c1ncc(C(F)(F)F)cc1Cl (stereo not given)	96	102	-2	95	97	-7	97	-3	-3	2	98
Cc1ccc(C(=O)c2c[nH]c(C(=O)NCCCN3CCOCC3)c2)cc1	104	108	-8	105	104	-13	105	-1	-5	2	100
CNC(=S)N1N=C(c2ccc(Br)cc2)CC1c1ccc(OC)cc1 (stereo not given)	95	102	-1	101	101	1	99	-8	-16	0	99
O=C(CSc1ccc2nnc(-c3ccccn3)n2n1)NCC1CCCO1 (stereo not given)	101	100	-10	101	101	-11	102	-5	-6	-2	97
COC(=O)C1=C(C)N(CCCC(=O)O)C(=O)NC1c1cccs1 (stereo not given)	99	102	0	103	101	2	99	-1	-2	0	97
CCOC(=O)c1sc(NC(=O)CSc2nc(C)cc(C)n2)c(C#N)c1C	97	95	4	99	98	1	97	0	3	0	93
CN(C)CCNC(=O)NC1CCCCC1	101	102	0	98	101	-2	97	-1	-1	0	98
COc1ccccc1C(=O)Oc1ccc(N2C(=O)CCC2=O)cc1	?	?	1	?	?	1	?	0	-6	-4	?
COc1ccc(/C=C/CN2CCCC(C(=O)c3ccc(OC)c(F)c3)C2)cc1 (stereo not given)	93	93	-8	101	96	0	97	-3	-5	-4	93
CCOC(=O)N1CCC(NC(=O)c2cc3cc4cc(OC)ccc4nc3o2)CC1	96	97	0	98	96	-1	95	2	2	1	96
O=C(C1=C[C@@H](c2ccc(C(F)(F)F)cc2)C[C@@H](OCCCCO)O1)N1CCN(Cc2ccc3c(c2)OCO3)CC1	96	97	-5	102	98	-7	98	-6	-1	-4	96
CCOc1ccc(NC(=O)CC2C(=O)NCCN2C(=O)c2ccc(Cl)cc2)cc1 (stereo not given)	97	103	0	101	97	-4	96	2	-1	0	98
CCn1c(SCC(=O)N2CCN(c3ccc(Cl)cc3)CC2)nc2ccccc2c1=O	101	104	-7	101	102	-9	101	-14	-8	4	96
CCc1cc2cc(C)cc(C)c2nc1Cl	93	96	-3	102	94	-5	94	0	0	-1	96
CNC(=S)N/N=C/c1cc(C)ccc1C	98	98	-3	101	96	-3	93	-1	-10	-2	93
CCNc1nc(NCC)nc(SCCOC(=O)c2ccccc2)n1	102	103	-2	103	99	-2	99	-8	-6	-3	97
Nc1cc(N)nc(SCc2cccnc2)n1	103	102	-1	99	100	0	99	-2	0	0	100
CCOc1ccc(C2C(C(=O)Nc3ccccc3)=C(C)N=c3s/c(=C/c4cccc(OCC(=O)O)c4)c(=O)n32)cc1 (stereo not given)	84	88	-5	93	90	-7	88	-3	-4	-4	87
O=C(c1ccc(COc2ccc(Cl)cc2)o1)N1N=C(C(F)F)CC1(O)C(F)F (stereo not given)	101	101	-23	100	101	-9	97	-11	-15	-7	96
CCOC(=O)/C(C#N)=N/Nc1c(C)n(C)n(-c2ccccc2)c1=O	99	104	0	104	105	4	103	-5	-8	-3	100
Cc1ccccc1Cn1nc(C)c(NC(=O)c2cc(-c3cccs3)on2)c1C	102	110	-12	95	101	-15	98	-11	-7	-6	101
CCOc1ccc(-c2[nH]ncc2Oc2ccccc2OCC)c(O)c1	103	101	0	95	102	0	101	0	0	0	100
Cc1cccc(-n2c(CNC(=O)Cc3ccccc3)n[nH]c2=S)c1	97	100	-4	92	97	6	96	-5	-39	-5	97
COc1cccc(OC)c1C(=O)NC(=S)N1CCN(c2ccc(C(F)(F)F)cc2[N+](=O)[O-])CC1	94	95	-1	94	94	0	94	-5	0	1	93
CC(=O)c1ccc(NCC2COc3ccccc3O2)c([N+](=O)[O-])c1 (stereo not given)	96	102	-1	111	100	-5	99	0	0	0	97
CCOC(=O)C1(CC2CC2)CCN(Cc2cnc(N(C)C)s2)CC1	99	99	-7	95	96	-8	97	-3	-4	-4	95
Oc1ccc(C(=S)N2CCCCC2)cc1	100	99	-2	95	98	-2	96	3	-4	2	95
Cn1ncc2c(=O)n(CC(=O)NC34CC5CC(CC(C5)C3)C4)cnc21	102	107	-8	102	102	-13	103	-7	-11	-4	102
Cc1ccc(OCc2nnc(NC(=O)c3ccco3)s2)c(C)c1	108	106	-5	99	104	-8	104	-10	-4	1	100
COc1ccc(NC(=O)CCNC(=O)Cn2cnc3ccccc3c2=O)c(OC)c1	100	100	-11	97	98	-23	102	-8	-10	-1	101
C#CCOCCOCCOCCNc1nc(N2CCN(C(=O)[C@H](CCCCN)n3cc(CCCC)nn3)CC2)nc(N2CCN(C(=O)[C@H](CCCCN)n3cc(CCCC)nn3)CC2)n1	99	101	0	103	100	-3	100	-2	-4	-2	98
CNc1ccc(C(O)(C(F)(F)F)C(F)(F)F)cc1C(O)(C(F)(F)F)C(F)(F)F	91	87	-14	92	92	-17	90	-14	-14	-4	88
Cc1cc(C)nc(N2CCCC(C(=O)NCCc3ccc(F)cc3)C2)n1 (stereo not given)	102	103	-15	98	101	-18	101	-7	-7	-1	99
Cc1ccc2c(C)c(C(=O)NCc3ccc(S(N)(=O)=O)cc3)oc2c1	99	99	1	104	98	-3	100	0	0	2	96
CCOC(=O)C(C)Sc1nnc(Cc2cc(=O)[nH]c(=O)[nH]2)n1-c1cccc(OC)c1 (stereo not given)	101	102	-8	98	100	-12	102	-4	-6	-3	99
NC(=O)CSc1nnc(-c2cc3ccccc3o2)n1Cc1ccccc1	100	102	-7	100	99	-7	99	-7	-11	-1	100
O=C(c1cc([N+](=O)[O-])ccc1Cl)N1CCN(c2ccc([N+](=O)[O-])cc2)CC1	101	105	1	101	99	0	100	-7	-12	-3	100
COc1ccc(C(=O)N/N=C/c2ccc3cccc(OCc4ccccc4)c3n2)cc1	97	101	-8	100	97	-15	99	0	-4	2	98
O=C(COC(=O)c1ccccc1C(=O)c1ccc(Cl)cc1)NC(c1ccccc1)c1ccccc1	98	106	-1	102	99	0	99	-1	0	-1	100
N=c1c2c(n(Cc3ccc([N+](=O)[O-])cc3)c3c1CCC3)CCCC2	98	101	3	95	96	-4	96	0	-1	1	97
NCCCC[C@H]1CNC(=S)N1CCc1cc(C(F)(F)F)cc(C(F)(F)F)c1	99	99	0	96	97	2	96	-1	5	-2	97

3 of the compounds above, in markdown:
| canonical_smiles | Cdc42 wt | Rac1 wt GTP bind | Bcl-2 Bim block | Rab7 wt modul | HRas wt GTP | Bim-Bfl-1 | Rab2 wt GTP | Bcl-XL Bim block | Bim-Bcl-B | Bim-Bcl-W | Rac1 act GTP bind |
| --- | --- | --- | --- | --- | --- | --- | --- | --- | --- | --- | --- |
| Cc1ccc(OCc2nnc(NC(=O)c3ccco3)s2)c(C)c1 | 108 | 106 | -5 | 99 | 104 | -8 | 104 | -10 | -4 | 1 | 100 |
| COc1ccc(C(=O)N/N=C/c2ccc3cccc(OCc4ccccc4)c3n2)cc1 | 97 | 101 | -8 | 100 | 97 | -15 | 99 | 0 | -4 | 2 | 98 |
| COC(=O)c1c(NC(=O)CSc2nncs2)sc2c1CCCCC2 | 101 | 102 | -6 | 95 | 101 | -9 | 98 | -4 | -6 | 1 | 98 |

Next results
SMILES	Cdc42 wt	Rac1 wt GTP bind	Bcl-2 Bim block	Rab7 wt modul	HRas wt GTP	Bim-Bfl-1	Rab2 wt GTP	Bcl-XL Bim block	Bim-Bcl-B	Bim-Bcl-W	Rac1 act GTP bind
CC(=O)Nc1ccc(S(=O)(=O)N(C)S(=O)(=O)c2ccc(F)cc2)cc1	98	95	-4	94	96	-7	96	-2	-5	-3	95
COc1cc(C(=O)Nc2cc(C(F)(F)F)ccc2Cl)cc(OC)c1OC	96	96	-4	99	100	-10	97	5	-7	1	93
CC(=O)c1c(C)[nH]c(C(=O)Nc2nc(C)cs2)c1C	95	96	0	94	94	-11	92	-5	-1	0	94
COc1ccc(Cl)cc1NC(=O)CSc1ncnc2c1oc1ccccc12	103	105	-5	102	101	-2	104	-10	-10	-7	99
CC(=O)c1cnc2nc(C)nn2c1C	95	95	-2	96	96	-2	95	0	-1	0	93
CCOc1ccc(S(=O)(=O)NCCCN2CCOCC2)c2ccccc12	98	95	-1	99	97	0	94	1	-1	0	94
CCOc1ccccc1Nc1nnc(SCC(=O)Nc2cc(C)on2)s1	99	97	?	95	100	.	99	.	.	.	98
CN(C)CCNC(=O)Cc1ccc([N+](=O)[O-])cc1	104	100	0	99	102	0	104	-3	1	-1	103
O=C(OCC(=O)N1CCCc2ccccc21)c1cnc(Cl)c(Cl)c1	101	106	-3	99	101	-6	99	-6	-9	-4	102
CN(C)c1ccc(/C=N/NC(=O)c2cccc(N3CCCC3=O)c2)cc1	98	102	-5	98	98	-4	96	5	-4	4	98

Screening results as filed in PubChem BioAssay.
